Assay outcomes: PubChem BioAssay, National Center for Advancing Translational Sciences (NCATS)
Eya2 phos inh: blocks the phosphatase activity of human Eya2; recombinant Eya2, OMFP fluorescence dephosphorylation (OMFP is methylfluorescein phosphate); Potency, µM (highest dose often 76.9 µM), without a hit: at the top dose activity, negative = inhibition, usual class: inhibitors; 0.006% of 330,000 active; O00167; further: potency means the concentration at half of the fitted maximal effect
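Eya2 (0.2 uM) preincubated 10 min at ambient with compound, then OMFP substrate added at 50 uM; 10 min reaction in 50 mM HEPES pH 7.5, 50 mM NaCl, 5 uM MgCl2, 0.05% BSA, 1 mM DTT. Fluorescence read at Ex 485/Em 525 nm.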
PKM2 activator: PKM2 (human) enzyme activation; Potency, µM (top dose mostly 57.5 µM), for the others: at the highest dose activation, usual class: activators; 0.34% of 260,000 active; purified PKM2, Kinase-Glo ATP luminescence, activation; response scale: 0% is enzyme alone, no compound; further: potency means the concentration at half of the fitted maximal effect; nearly all actives have a fitted effect of over 55% in size
Target sequence (P14618 whole entry, looked up): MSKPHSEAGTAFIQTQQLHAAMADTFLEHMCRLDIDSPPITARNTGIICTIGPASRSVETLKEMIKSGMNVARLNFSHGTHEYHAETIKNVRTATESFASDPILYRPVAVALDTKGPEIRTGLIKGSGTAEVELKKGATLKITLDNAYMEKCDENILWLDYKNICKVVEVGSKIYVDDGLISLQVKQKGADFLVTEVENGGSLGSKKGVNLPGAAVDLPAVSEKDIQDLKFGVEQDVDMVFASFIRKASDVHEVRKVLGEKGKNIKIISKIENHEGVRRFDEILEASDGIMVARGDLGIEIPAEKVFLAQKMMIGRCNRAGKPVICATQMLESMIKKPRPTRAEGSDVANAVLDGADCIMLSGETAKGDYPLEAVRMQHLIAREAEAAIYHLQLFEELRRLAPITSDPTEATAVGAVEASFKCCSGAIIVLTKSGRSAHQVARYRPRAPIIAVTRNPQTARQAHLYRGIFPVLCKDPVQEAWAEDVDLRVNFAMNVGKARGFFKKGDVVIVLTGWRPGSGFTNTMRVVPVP
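Purified hPK-M2 (>95% pure) converted ADP (0.1 mM final) to ATP with 0.5 mM PEP in 50 mM imidazole pH7.2, KCl, MgCl2, Tween 20, BSA; 1 h at room temperature. ATP detected by Kinase-Glo luminescence.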
Giardia kill: Giardia lamblia killing. AID 540267. Giardia lamblia trophozoite viability. 0.15% of 340,000 active. activity change, % at 7.66 µM, hits read low; in the data active means activity change below about -80%; inconclusive means between about -30% and that limit;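 further: parasites exposed to compound for two days anaerobically before the ATP read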
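Luminescence from cellular ATP indicates surviving trophozoites (100 cells/well) following 48 hrs anaerobic compound treatment at 37 deg C; signal develops 15-30 min at room temperature.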
B2AR arrestin: beta2AR (human) beta-arrestin recruitment activity. P07550. beta-arrestin recruitment to beta2AR, cell-based reporter. Potency, µM (series often up to 46.1 µM), for the others: top-dose activation, actives largely listed as activators. 0.02% of 330,000 active;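 further: potency means the concentration at half of the fitted maximal effect; 0% = DMSO controls and full agonism = EC100 isoproterenol or metaproterenol; nearly all actives have a fitted effect of over 65% in size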
uPA generation: inhibitors of cell surface uPA generation. cell surface uPA generation assay, qHTS. 0.31% of 330,000 active. AID 540303. Potency, µM (highest dose often 38.3 µM), for inactives: at the top dose activity change, negative = inhibition, usual class: inhibitors; active means well fitted inhibition curve with a large enough effect; inconclusive means small, poorly fitted or top-dose-only effect; inactive means no such curve, though single readings can be large or run the other way; tested in mouse RAW 264.7 cells; further: potency means the concentration at half of the fitted maximal effect; nearly all actives have a fitted effect of over 55% in size
KCNH2 3.1 inh: blocks the human KCNH2 3.1 channel isoform; activity change, % (tested at about 1.8 µM); U2OS KCNH2 3.1, thallium flux FluxOr; active compounds read low; 0.95% of 340,000 active;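 active means maximum activity change below -70%; inconclusive means maximum activity change from -70% to -50%; inactive means maximum activity change above -50%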;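 further: thallium influx rate constant from kinetic fluorescence after stimulation buffer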
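Steps: virus added to U2OS suspension (4 h, RT, dark); medium with 10% FBS added, cells plated, 37 C overnight; FluxOr/Red40 loading buffer 45 min RT; stimulation buffer, 2 min kinetic read; rate constant normalized.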
BCR signal inh: inhibitors of chronic active B-cell receptor signaling; AID 493014; ABC-DLBCL IkBa-CBG/CBR reporter, luminescence ratio, 4 h; Potency, µM (titrated, usually from 46.1 µM), for the others: top-dose ratio change, negative = lower green/red ratio, actives largely listed as inhibitors; 0.05% of 340,000 active; active means well fitted inhibition curve with a large enough effect in the signal ratio, with a control signal flat, not every such curve was filed as active; inconclusive means small, poorly fitted or top-dose-only effect, or effect the other way, or a change in a side signal; the % refers to the signal ratio;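 further: potency means the concentration at half of the fitted maximal effect; plate controls were basal doxycycline-induced cells for no effect and cells given 10 µM MG132 for full effect; MG132 reads +100%, hits lower the ratio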
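TMD8 ABC-DLBCL cells carrying doxycycline-inducible green luciferase fused to IkappaBalpha plus unfused red luciferase were exposed to compounds (up to 46 uM) for 4 hrs at 37C. Activity came from the overlap-corrected green/red luminescence ratio.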
Coupling enz: inhibits coupling enzyme system, counter-screen for aldolase hits; coupling enzyme system counterscreen, AmpLite Red fluorescence; activity change, negative = inhibition, % at 58.2 µM, hits read low; 0.67% of 290,000 active; AID 2472; in the data active means activity change below about -30%
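Compounds tested against the coupling enzymes alone at 57.5 uM final; readout was AmpLite Red fluorescence (525/598 nm) after 20 min at RT.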
GALK inhibitor: inhibitors of human galactokinase. 0.007% of 270,000 active. P51570. Potency, µM (top dose mostly 57.5 µM), for inactives: at the top dose activity change, negative = inhibition, hits mostly inhibitors. Purified GALK, Kinase-Glo residual ATP luminescence. AID 1868; further: potency means the concentration at half of the fitted maximal effect
Target sequence (P51570 whole entry, looked up): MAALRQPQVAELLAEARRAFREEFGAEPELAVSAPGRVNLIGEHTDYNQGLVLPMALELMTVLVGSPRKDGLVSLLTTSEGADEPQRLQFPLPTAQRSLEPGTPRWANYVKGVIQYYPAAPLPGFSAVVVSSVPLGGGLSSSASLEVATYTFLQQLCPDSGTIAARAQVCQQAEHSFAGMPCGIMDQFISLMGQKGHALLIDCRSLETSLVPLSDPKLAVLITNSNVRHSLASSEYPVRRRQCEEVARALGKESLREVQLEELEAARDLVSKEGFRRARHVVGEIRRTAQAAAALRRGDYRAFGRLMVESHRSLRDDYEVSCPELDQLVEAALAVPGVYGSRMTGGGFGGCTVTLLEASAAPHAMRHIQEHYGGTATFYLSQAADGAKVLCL
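The enzyme phosphorylates galactose (100 uM) using ATP (35 uM); inhibition is detected as higher residual ATP, quantified by bioluminescence after 1 h reaction at room temperature, pH 8.0.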
USP2a inh: inhibitors of human ubiquitin-specific protease USP2a | O75604 | USP2 core, Ub-CHOP2 coupled fluorogenic reporter, 485/531 | Potency, µM (top dose mostly 38.3 µM), for inactives: top-dose activity change, negative = inhibition, most hits filed as inhibitors | 0.01% of 330,000 active | AID 463254;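 further: potency means the concentration at half of the fitted maximal effect; plate controls were DMSO wells for no effect and full inhibition by NEM control for full effect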
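USP2 core (10nM final) preincubated 30min RT with compound in 20mM Tris-HCl pH 8.0, 2mM CaCl2, 2mM beta-mercaptoethanol, 0.05% CHAPS; 25nM Ub-CHOP2 plus 25nM reporter substrate added, fluorescence (Ex485/Em531) read after 60min.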
KCNH2 WT inh: inhibitors of human wildtype KCNH2 potassium channel. 0.37% of 340,000 active. Q12809. U2OS, BacMam KCNH2, thallium flux FluxOr; active compounds read low. activity change, % at 1.84 µM. AID 720551;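 active means maximum activity change below -70%; inconclusive means maximum activity change between -70% and -50%; inactive means maximum activity change above -50%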
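U2OS cells transduced with wild-type KCNH2 virus are loaded with FluxOr dye for 45 min, and thallium flux is measured in kinetic reads before and after stimulation buffer. Rate constants are normalized to DMSO controls.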
* hit, by the source's call; ? = inconclusive; . = not tested or not shown; [ ] = dose if it differs, or a comment. Unless noted, the call rests on the fitted dose curve; in most records, active means well fitted curve in the direction sought with a large enough effect; inconclusive means small, poorly fitted or top-dose-only effect, or another doubt; inactive means no such curve, though single readings can be large; an effect the other way counts as inactive or inconclusive. Unless noted, on the % scale 0 is the no-effect control and ±100 the full control effect.

SMILES	Eya2 phos inh	PKM2 activator	Giardia kill	B2AR arrestin	uPA generation	KCNH2 3.1 inh	BCR signal inh	Coupling enz	GALK inhibitor	USP2a inh	KCNH2 WT inh
O=c1oc2ccc(Cl)cc2cc1-c1ccccc1	-1%	3%	0	-1.8%	2%	-32	?	-1	-1%	2%	-4
COc1ccccc1-n1c(SCC(=O)N2CCOCC2)nc(O)cc1=O	2%	-6%	-23	0.3%	5%	3	-4%	3	-5%	4%	-2
COc1ccccc1CNC(=O)CN(C)S(=O)(=O)c1ccc(Br)s1	-7%	2%	-14	-0.3%	11%	-4	13%	1	0%	1%	0
COc1ccc2oc(=O)cc(C)c2c1	-9%	-2%	-3	0.3%	0%	6	0%	1	-1%	0%	-21
CC(C)NC(=O)c1ccc(OC2CSC2)cc1	-40%	-2%	3	-0.7%	-2%	32	?	3	-2%	-2%	-4
CCN1C(=O)CC(N2CCN(c3ccc(C(=O)c4ccncc4)cc3)CC2)C1=O (stereo unspecified)	21%	-8%	7	-0.2%	.	3	?	0	0%	-2%	5
NNC(=O)CCc1c[nH]c2ccccc12	-3%	10%	-21	7.9%	-1%	24	-4%	-3	-1%	0%	-7
O=C(Nc1nnc(-c2ccccc2)o1)C1CCCCC1	7%	0%	14	-0.3%	-1%	-11	17%	1	0%	2%	-6
Cc1nc2ccc(C(=O)O)cc2[nH]1	6%	-10%	-1	0.2%	6%	15	?	-12	4%	2%	-6
COc1ccc(CN(C)CCc2ccccn2)c(OC)c1OC	0%	3%	-8	-0.3%	4%	-12	3%	-4	-1%	1%	24
COC(=O)C1C(O)=C(C=Nc2cccc3ccccc23)C(=O)CC1(C)C (stereo unspecified)	1%	0%	3	-0.7%	-17%	15	?	2	10%	1%	2
COc1ccc(NC(=O)CN(C)CC(=O)Nc2sc3c(c2C(N)=O)CCC3)cc1	-7%	.	6	-0.3%	-2%	-5	-1%	.	.	2%	-8
Cc1nn(-c2ccccc2)c(=S)n1-c1ccccc1	-8%	-2%	1	0.2%	-9%	5	-3%	0	3%	0%	3
Cc1cc(C(=O)COc2cccc([N+](=O)[O-])c2)c(C)n1C1CC1	4%	.	3	-0.1%	-14%	4	-2%	.	.	-7%	-5
N=C(c1cccc([N+](=O)[O-])c1)N1CCCCC1	-14%	-4%	-4	0.0%	-4%	6	1%	5	4%	0%	10
Cc1nn(Cc2ccccc2)c(C)c1NC(=O)c1cccs1	-4%	-1%	1	3.7%	-1%	6	2%	2	1%	2%	-1
COc1ccc(C(=O)NCC(c2ccco2)N2CCOCC2)cc1OC (stereo unspecified)	12%	.	3	0.7%	5%	3	2%	.	.	2%	-2
COc1cccc(N2CCN(C(=O)C3CCCN(c4ncnc5c4nc4n5CCCCC4)C3)CC2)c1 (stereo unspecified)	-5%	-2%[0.46 µM]	55[activator]	-1.0%	3%	-3	?	-3	7%	-7%	9
Cc1cc(NCc2ccccc2)nc(N2CCOCC2)n1	-26%	?	-13	0.0%	8%	-4	0%	6	2%	0%	14
O=C(COC(=O)CNC(=O)C1CCCCC1)Nc1cc(C(F)(F)F)ccc1Cl	3%	.	-8	0.2%	7%	.	?	.	.	1%	.
CCC(=O)Nc1ccc(C(=O)CSc2nnc(-c3ccc(NS(C)(=O)=O)cc3)n2C)cc1OC	-12%	1%	13	-0.4%	-2%	2	-4%	2	-3%	3%	4
COc1cccc(CNc2cc(CSc3ccc(Cl)cc3)nc(C)n2)c1	4%	2%	7	-1.1%	6%	11	?	0	1%	0%	-1
O=C(CCl)N=c1sccn1Cc1ccc(Cl)cc1Cl	6%	4%	6	0.0%	-18%	0	?	1	1%	-7%	4
COc1ccc2[nH]cc(S(=O)(=O)c3ccc(C(C)C)cc3)c(=O)c2c1	6%	1%	12	0.0%	11%	6	1%	2	0%	2%	-5
COCCn1c(=NC(=O)CCS(=O)(=O)c2ccccc2)sc2c(OC)ccc(OC)c21	-17%	.	5	0.6%	-7%	.	15%	.	-3%	3%	-36
FC(F)(F)C12CC(c3ccccc3)=NCCN1CCN2 (stereo unspecified)	-4%	-9%	19	-0.1%	3%	15	10%	0	3%	2%	6
CS(=O)(=O)Nc1ccc(C(=O)NCCSCc2c(F)cccc2Cl)cc1	-1%	7%	22	-0.2%	-1%	-11	?	5	0%	1%	-14
COCCNC(=O)CSCc1c(F)cccc1Cl	-4%	-2%	0	0.1%	-3%	-1	0%	1	0%	-11%	0
Cc1cnc(C)c(N2CCC(C(=O)NC(C)c3cccs3)CC2)n1 (stereo unspecified)	2%	0%	32[activator]	-0.3%	2%	8	-3%	3	0%	-8%	7
COc1ccc(/C=C2\C(=O)NC(=S)N2C(=O)c2ccc(C)cc2)cc1	3%	-3%	-2	-1.0%	3%	10	3%	0	-7%	-8%	-2
CN(CC(=O)Nc1ccc(F)cc1)C(=O)Cn1cnc2ccc(Cl)cc2c1=O	20%	.	0	-0.1%	-1%	-2	-4%	.	.	1%	-6
Cc1ccc(Cc2cnc(NC(=O)c3ccco3)s2)cc1	15%	-1%	-6	-0.2%	?	9	?	4	0%	4%	0
C=CC[C@H](CC(=O)N(CCO)Cc1ccccc1)C(=O)N[C@H](COC(=O)[C@@H](CC=C)Cc1ccc(F)cc1)Cc1ccccc1	-8%	.	11	0.1%	?	4	?	.	.	-2%	-25
CCOC(=O)C1=C(CSc2nc3ccccc3s2)NC(=O)NC1c1ccc(OC)cc1 (stereo unspecified)	-3%	0%	1	-0.3%	-29%	1	-5%	2	1%	0%	-17
CCC1CCCCN1C(=O)CSc1nnc(-c2ccc(OC)cc2)o1 (stereo unspecified)	-3%	4%	5	0.1%	4%	8	8%	2	-2%	1%	-4
Cc1cc(OC(C)C(=O)N2CCN(c3ccccc3)CC2)c2c(C)c(C)c(=O)oc2c1 (stereo unspecified)	13%	.	36[activator]	0.0%	12%	-9	2%	.	8%	-2%	-16
Nc1ccc(NC(=O)Nc2ccc(N)cc2)cc1	-11%	-5%	-8	0.5%	-9%	-6	?	0	9%	0%	1
Fc1ccccc1NC(=S)N1CCN(c2ccccn2)CC1	2%	-1%	0	-0.9%	-4%	9	?	2	-1%	0%	1
O=C(COC(=O)CNC(=O)c1ccccc1)NC1CCCCC1	-14%	.	-13	0.0%	5%	13	?	.	.	1%	-5
Cc1ccc(C)c(S(=O)(=O)N2CCN(CC(=O)Nc3ccc4c(c3)CCC4)CC2)c1	-5%	0%	-4	-2.1%	10%	1	-4%	0	0%	3%	-21
CCn1cc(C(=O)NCCC(=O)NC(C)C)c(=O)c2cc3c(cc21)OCO3	6%	.	2	0.3%	4%	2	0%	-3	.	-1%	-20
Cc1ccc(SCCN2CCN(Cc3ccccc3)CC2)cc1	-14%	7%	-21	-0.8%	-2%	?	1%	-5	0%	-8%	16
O=C(OC1CCN(c2ncc(C(F)(F)F)cc2Cl)CC1)c1cccc(C(F)(F)F)c1	2%	4%	-7	-0.5%	2%	7	1%	0	0%	1%	11
CC(=O)c1ccc(N2CCN(CC3CCCCC3)CC2)cc1	2%	-2%	14	0.0%	-5%	-10	3%	2	-1%	0%	8
COc1ccc(S(N)(=O)=O)cc1C(=O)NCC(C)(C)N1CCCCC1	7%	-4%	-5	0.0%	14%	-9	-3%	3	15%	2%	14
O=C(C1CC1)N(CCN(Cc1ccccc1)C(=O)C1CC1)Cc1ccccc1	17%	4%	-3	-0.9%	-2%	0	10%	1	0%	-3%	-14
C[C@H](CO)N1C[C@H](C)[C@@H](CN(C)S(C)(=O)=O)Oc2ccc(NC(=O)C3CCCCC3)cc2C1=O	-14%	.	-5	-0.2%	4%	-1	?	.	.	4%	2
COc1ccc2[nH]c3c(c2c1)CCN1C(=O)N([C@@H](C)C(=O)NCc2ccccc2)C(=O)[C@]31C	-4%	0%	-10	-0.7%	11%	-2	19%	-1	.	0%	0
Fc1ccc(F)c(CN2CCN(c3ncccn3)CC2)c1	-22%	-5%	4	0.0%	.	-13	0%	4	0%	0%	28
COCCNS(=O)(=O)c1ccc2c(c1)oc(=O)c1cc(S(=O)(=O)NCCOC)ccc12	-7%	?	.	-0.1%	.	.	0%	3	2%	2%	.
Cc1ccccc1Nc1nc(CSc2nnnn2-c2ccccc2)cs1	-28%	4%	15	0.2%	6%	-6	-7%	-6	4%	-2%	-3
CC(=O)c1ccc(Oc2ncnc3sccc23)c(CN2CCOCC2)c1	-3%	1%	8	0.4%	0%	27	?	-1	-3%	5%	7
CCn1c(C)c(C2=CCN(S(=O)(=O)c3ccc(C)cc3)CC2)c2ccccc21	-4%	4%	20	-1.4%	-5%	-9	-1%	-14	2%	0%	-1

The order is random; 2.4% or so of the library scored in one or more.
